# Assay outcomes (PubChem BioAssay)
# PP5 inh: PP5 (human) phosphatase inhibition | actives 0.18% (n = 320,000) | purified PP5c, OMFP substrate fluorescence | inhibition, % at 6.7 µM | P53041;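 active = inhibition above the campaign's mean inhibition across all tested compounds plus 3 SD, cut at about 9.5% in these data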;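 note: 0% = DMSO only and 100% = 100 µM cantharidin control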
# GRK2 aptamer HTS: human GRK2 inhibition via aptamer displacement; P25098; bead flow cytometry, FAM-aptamer displacement from GRK2; inhibition of aptamer binding, % at 10 µM; actives 0.59% (n = 330,000); AID 488847;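 active = inhibition of aptamer binding above 40%, roughly 3 SD of noise, on plates passing a quality check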;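 note: median bead fluorescence of bound FAM aptamer so fluorescent compounds give negative values; no value below 0 was filed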
# Target sequence (P25098 whole entry, looked up): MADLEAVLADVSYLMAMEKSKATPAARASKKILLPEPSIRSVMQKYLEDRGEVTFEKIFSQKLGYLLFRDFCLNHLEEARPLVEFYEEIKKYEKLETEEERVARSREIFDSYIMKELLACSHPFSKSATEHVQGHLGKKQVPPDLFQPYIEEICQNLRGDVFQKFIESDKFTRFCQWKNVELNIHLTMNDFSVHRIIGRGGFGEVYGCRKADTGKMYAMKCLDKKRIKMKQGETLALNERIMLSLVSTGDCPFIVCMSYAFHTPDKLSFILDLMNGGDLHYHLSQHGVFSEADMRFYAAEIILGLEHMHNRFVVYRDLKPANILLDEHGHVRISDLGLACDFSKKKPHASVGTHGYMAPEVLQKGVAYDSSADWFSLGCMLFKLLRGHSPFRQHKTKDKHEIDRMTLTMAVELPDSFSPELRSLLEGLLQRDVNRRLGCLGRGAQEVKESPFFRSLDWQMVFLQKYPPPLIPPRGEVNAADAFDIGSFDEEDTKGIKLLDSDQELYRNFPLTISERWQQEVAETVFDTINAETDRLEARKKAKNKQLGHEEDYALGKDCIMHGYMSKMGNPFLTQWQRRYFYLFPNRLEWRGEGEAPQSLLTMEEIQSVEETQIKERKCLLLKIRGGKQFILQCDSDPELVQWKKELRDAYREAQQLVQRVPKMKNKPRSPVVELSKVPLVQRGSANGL
# proCasp7 act: activates human procaspase-7, counter-screen for procaspase-3 activators; actives 0.093% (n = 330,000); AID 463210; activation, % at 8.5 µM; P55210; recombinant procaspase-7, Ac-DEVD-pNA absorbance 405 nm; D23A/D198A/D206A triple mutant, cannot self-cleave; scale: DMSO 0, 5 µM enzyme 100;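 active = percent activation above the screen-wide mean plus 3 SD, cut at about 25% in these data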
#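 Detection: p-Nitroaniline absorbance at 405 nm, read at 0 and 120 min; system: Uncleavable procaspase-7 mutant enzyme; evaluation: % activation from two-timepoint absorbance difference, scaled to controls; times: 1 h enzyme–compound preincubation and 2 h substrate reaction, both 25 °C; buffer or medium: Zinc-free HEPES pH 7.4 with 300 mM NaCl, 0.01% Triton X-100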
# Fh CTSL1 inh: cathepsin L1 inhibition, PFM18AAP counter-screen; recombinant F. hepatica cathepsin L1, Z-Leu-Arg-MCA fluorescence; inhibition, % at 5.96 µM; actives 0.49% (n = 300,000); AID 1906;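 active = inhibition above the mean of all tested compounds plus 3 SD, set per screening campaign, cut at about 17% in these data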;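 note: 0% = plate median of test compound wells and 100% = 1 µM Z-Phe-Ala-diazomethylketone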
# proCasp3 act: procaspase-3 (human) activation | recombinant procaspase-3 D3A, Ac-DEVD-pNA absorbance 405 nm | activation, % at 8.5 µM | actives 0.11% (n = 330,000) | P42574;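 active = activation above the mean of all tested compounds plus 3 SD, cut at about 21% in these data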;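 note: 0% = DMSO alone and 100% = DMSO wells spiked with extra 5 µM PC-3 D3A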
#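 Assay system – Procaspase-3 D3A mutant · Benchmarks – DMSO low control, extra-enzyme high control · Technique – 405 nm absorbance of p-nitroaniline, reads at 0 and 120 min · Doses – 8.5 µM nominal · Measure – % activation between DMSO and enzyme-spiked controls · Also added – Ac-DEVD-pNA chromogenic peptide substrate · Schedule – 1 h compound preincubation, 2 h substrate hydrolysis at 25 °C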
# JMJD2C inh: human JMJD2C demethylase inhibition | actives 0.069% (n = 330,000) | AID 2099 | GST-JMJD2C(1-420) H3K9me3 demethylation, DELFIA europium | inhibition, % at 2.35 µM | Q9H3R0;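 active = more than half of a compound's replicate wells show inhibition beyond 50%, single wells judged on their own value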;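 note: signal counts dimethyl H3K9 product captured on neutravidin plate; 0% = median of DMSO wells and 100% = 0.3 times that DMSO median; strong numbers were not always called active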
# Target sequence (Q9H3R0 1-420 limits assumed): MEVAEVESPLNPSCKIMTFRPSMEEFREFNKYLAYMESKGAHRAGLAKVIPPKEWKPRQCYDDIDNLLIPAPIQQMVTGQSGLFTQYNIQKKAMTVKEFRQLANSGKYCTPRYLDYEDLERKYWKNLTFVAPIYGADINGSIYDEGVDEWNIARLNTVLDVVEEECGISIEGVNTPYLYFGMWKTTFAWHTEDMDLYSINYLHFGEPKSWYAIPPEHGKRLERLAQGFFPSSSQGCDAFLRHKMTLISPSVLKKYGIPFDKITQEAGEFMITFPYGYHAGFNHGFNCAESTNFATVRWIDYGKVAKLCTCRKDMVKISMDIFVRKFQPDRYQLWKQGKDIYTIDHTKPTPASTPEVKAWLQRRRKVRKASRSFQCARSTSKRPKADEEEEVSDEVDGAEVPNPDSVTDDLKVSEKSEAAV
# core dimer inh: HCV core protein dimerization inhibition; TR-FRET GST/Flag-core106 dimerization, 1536-well; inhibition, % at 5 µM; actives 0.33% (n = 300,000);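 active = inhibition above the mean of all tested compounds plus 3 SD, set per screening campaign, cut at about 45% in these data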
#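 test system = GST/Flag-tagged HCV core106 proteins | probe or stimulus = Eu donor and XL665 acceptor anti-tag antibodies | times = compound-protein-antibody incubation 4 h at 22.5 °C | signal = TR-FRET, excitation 340 nm, emission 617 and 671 nm | measure = percent inhibition of core106 dimerization signal | controls = wells lacking GST-core106 and wells with excess unlabelled core106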
# PP1 counter: PP1-alpha (human) inhibition in PP5 counter-screen; P62136; purified PP1alpha, OMFP fluorescence; inhibition, % at 6.7 µM; actives 0.9% (n = 320,000);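 active = inhibition above the mean inhibition of all tested compounds plus 3 SD, computed separately for each screening campaign, cut at about 15% in these data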
# VLA-4 inh: inhibition in a human VLA-4 binding assay; VLA-4 expressing cells, ligand binding flow cytometry; inhibition, % (about 7 µM as worked out from the volumes in the protocol); actives 0.2% (n = 330,000); in the data active = inhibition above about 50%
# Starred values were filed as active, the others as inactive; · = no result given.
compound,PP5 inh,GRK2 aptamer HTS,proCasp7 act,Fh CTSL1 inh,proCasp3 act,JMJD2C inh,core dimer inh,PP1 counter,VLA-4 inh
CC(=O)C[C@@H](O)CC(=O)[C@@H]1OC(=O)[C@H](C)C/C=C\Cc2ccccc21,·,3.0,3.6,·,-2.5,·,·,·,9.5
CCOC(=O)CC(=O)COc1nc2cc3c(nc2o1)CCCC3,1.1,2.0,-0.5,-0.5,12.5,-6.3,3.0,-5.4,-11.2
COCC(=O)N(Cc1nc2ccccc2c(=O)[nH]1)Cc1cccs1,-1.1,0.0,-2.9,1.2,2.6,-0.9,1.1,-2.2,8.1
C/C(N)=C(/C#N)C(=O)CSc1nnc(-c2ccccc2Br)o1,2.6,2.0,3.3,-4.4,1.2,-3.8,3.5,-2.0,24.5
Cc1ccc(NC(=O)C2CCN(S(=O)(=O)c3c(C)noc3C)CC2)cc1C,1.2,0.0,-3.8,-1.5,-3.4,25.9,-0.9,-1.6,3.6
COc1cccc(-n2c(-c3cccc(S(=O)(=O)N(C)C)c3)n[nH]c2=S)c1,-0.4,0.0,-4.5,-0.9,-6.7,-10.5,-1.9,-1.0,-4.2
COCC(C)NC(=O)CSc1ncnc2sc(-c3ccccc3)cc12 (configuration not stated),-0.4,0.0,2.9,2.5,2.1,12.2,-2.2,1.3,9.4
Cc1cccc(N2CCN(C(=O)c3ccc4nccnc4c3)CC2C)c1 (configuration not stated),·,2.0,3.2,·,4.5,2.4,·,·,7.4
NC(=O)NC(Cc1ccccc1)C(=O)Nc1ccc(S(N)(=O)=O)cc1 (configuration not stated),-2.9,0.0,3.8,-0.8,-4.6,2.4,-2.1,-3.7,-6.1
CN(C)c1ccc(C(C(=O)NCC2CCCO2)N(C(=O)c2snc(C(N)=O)c2N)c2ccc3c(c2)OCO3)cc1 (configuration not stated),-2.4,2.0,-12.6,6.2,-7.3,7.7,22.2,3.9,0.6
CCCn1cnc2cc(NCc3ccc(Br)cc3)ccc21,0.7,0.0,-10.8,-3.8,-8.7,6.3,-0.6,0.1,3.3
Cc1c(CC(=O)O)c(=O)oc2cc(OCc3ccc(Cl)cc3)ccc12,1.1,2.0,-2.1,4.5,-2.0,-12.2,4.3,5.6,2.2
O=C(Cc1ccc(Cl)cc1)NCc1nc(-c2ccccc2)no1,1.9,1.0,7.0,-0.5,1.1,8.9,1.6,-0.8,0.0
COC(=O)c1ccc(CNC(=O)COC(=O)Cc2ccsc2)cc1,-1.6,1.0,-0.6,-4.3,-3.1,-2.5,0.5,1.3,7.2
OCCC1CN(Cc2cnc(-c3ccccc3)s2)CCN1C1CCCCC1 (configuration not stated),-0.4,1.0,2.6,-2.0,10.5,-6.8,-0.1,-2.4,-6.0
CCC(Oc1ccccc1)C(=O)NCc1ccc(S(N)(=O)=O)cc1 (configuration not stated),1.1,2.0,8.7,-6.3,-1.4,0.1,2.2,0.2,·
Cc1cc(C)nc(SCC(=O)c2ccc(C)c(C)c2)n1,-1.1,0.0,4.8,6.3,3.7,24.9,0.8,0.3,5.4
CC1CN(c2nnc(NC(=O)c3ccccc3)s2)CC(C)O1 (configuration not stated),-1.6,1.0,-0.9,-2.6,3.3,0.6,-1.0,-3.5,32.2
O=C1CN(C(=O)COc2ccc(Cl)cc2Cl)c2ccccc2N1,2.7,1.0,3.0,1.2,-2.4,-12.7,5.7,-0.1,7.5
COc1ccccc1N1CCN(CC(O)COc2ccc(S(=O)(=O)N3CCOCC3)cc2)CC1 (configuration not stated),3.4,3.0,-11.8,-4.0,11.7,-1.5,2.2,2.4,9.4
CC(C)Oc1ccc(CNC(=O)CCC(=O)N2CC(C)Sc3ccccc32)cc1 (configuration not stated),2.6,0.0,-3.3,4.5,2.6,-6.6,0.5,-0.9,3.4
COC(=O)Cc1ccc(NC(=O)c2cccs2)cc1,3.5,0.0,-0.9,-2.1,1.3,2.2,-10.7,-1.7,9.9
CN(C)S(=O)(=O)c1ccc(N2CCCC2)c(C(=O)Nc2nc(-c3ccc(F)cc3)cs2)c1,0.3,4.0,-4.4,2.3,-7.5,1.5,23.7,-0.9,-2.5
COc1ccc2nc(NC(=O)CCNC(=O)c3ccccc3Cl)sc2c1,-0.8,1.0,7.5,-0.8,6.3,18.4,0.3,-1.9,6.7
O=C(CN(C(=O)c1csnn1)c1cccc2ccccc12)NCc1ccc(F)cc1,0.0,0.0,3.5,-2.2,-1.9,3.4,1.4,-0.5,6.8

# Following part.
SMILES | PP5 inh | GRK2 aptamer HTS | proCasp7 act | Fh CTSL1 inh | proCasp3 act | JMJD2C inh | core dimer inh | PP1 counter | VLA-4 inh
COc1ccc(C(=O)CSc2nccn2C)cc1 | -1.0 | 8.0 | -3.3 | 0.2 | 6.7 | -2.6 | -14.4 | 4.1 | -1.5
O=C(COC(=O)c1c2c(nc3ccccc13)CCN(Cc1ccccc1)C2)Nc1c(F)cccc1F | 0.9 | 5.0 | -0.5 | -31.4 | -1.1 | -1.7 | 5.6 | 9.9 | -17.1
Cc1ccn(CC(=O)N2N=C(C(F)F)CC2(O)C(F)F)n1 (configuration not stated) | 0.6 | 32.0 | 2.5 | 0.7 | -6.5 | 2.7 | -2.9 | -3.8 | 0.5
O=C(c1ccc(S(=O)(=O)c2ccccc2Cl)c([N+](=O)[O-])c1)N1CCCCCC1 | -1.1 | 2.0 | -0.5 | 1.2 | -3.4 | 5.8 | 0.9 | 0.8 | 11.3
O=C(Nc1ccc(S(=O)(=O)NCc2ccccc2)cc1)Nc1ccc2c(c1)OCO2 | 2.0 | 0.0 | -10.8 | 1.0 | -1.7 | 4.3 | 5.8 | -1.2 | -5.2
Cc1ccccc1S(=O)(=O)c1c(C)cc(C)n(C)c1=O | -0.2 | 0.0 | -0.6 | 6.0 | 0.5 | 78.1 | -5.8 | -5.7 | -6.5
Cc1cc(C)c2c(n1)nn1c(C)c(CCC(=O)NCc3ccco3)c(C)nc21 | -0.7 | 6.0 | -1.8 | -2.2 | 6.2 | 3.4 | -2.9 | -3.0 | 8.2
Cc1ccc(NC2=CC(=O)CC(c3ccco3)C2)c(N)c1 (configuration not stated) | -1.7 | 0.0 | 1.6 | -4.7 | -9.8 | 0.5 | -2.3 | 1.0 | 21.0
CS(=O)(=O)c1ccc(C(=O)N2CC(=O)Nc3ccccc32)cc1 | -0.2 | 2.0 | 4.9 | 0.2 | 0.6 | 3.3 | -14.2 | -4.0 | -4.2
COC(=O)CCc1c(C)c(C(=O)c2cc(OC)c(OC)c(OC)c2)c2ccccn12 | 2.9 | 0.0 | 2.9 | 4.0 | -3.8 | -5.0 | -0.1 | 0.6 | 19.3
COc1ccc(OC)c(/C=N\NC(=O)CC(=O)NCCc2ccccc2)c1 | -2.8 | 1.0 | 3.5 | 3.5 | 5.4 | -2.0 | -1.9 | -2.5 | -26.3
O=C(c1ccccc1)N1CCN(c2ccc([N+](=O)[O-])c(NCc3ccco3)c2)CC1 | 1.7 | 3.0 | -0.8 | 6.7 | 2.2 | -15.3 | 25.1 | 4.0 | -27.9
O=C(NCCCN=C1NS(=O)(=O)c2ccccc21)c1ccco1 | -0.2 | 3.0 | 8.2 | -0.1 | -0.2 | -5.4 | -5.6 | -1.1 | 3.2
Cc1ccc(C(=O)NNc2cc(=O)n(C)c(=O)n2C)cc1C | 4.0 | 1.0 | -13.9 | -5.4 | -143.1 | -3.7 | -7.6 | -0.4 | 4.2
Cc1cc(C)nc(/N=C2\NC(=O)CC3C(=O)NCCN23)n1 (configuration not stated) | -0.6 | 0.0 | -3.2 | -0.1 | -2.9 | -2.7 | -3.4 | -2.9 | -3.5
CC1=C(C(=O)OC(C)C)C(c2cccs2)NC(=O)N1 (configuration not stated) | 1.2 | 1.0 | -2.4 | -3.1 | -0.3 | 2.6 | -3.2 | -0.7 | 5.4
CCn1c(N)c(C(=O)N2CCOCC2)sc1=S | 0.9 | 4.0 | -15.0 | 0.3 | -6.8 | -0.3 | 5.4 | -2.4 | 9.5
CCOc1ccc(NC(=S)NCCCc2ccccc2)cc1 | 4.2 | 0.0 | 6.5 | 0.0 | -3.6 | -2.8 | -1.1 | 2.6 | 6.4
CCc1ccc(N2CC(C(=O)OCC(=O)c3c(N)n(CC(C)C)c(=O)n(C)c3=O)CC2=O)cc1 (configuration not stated) | 0.2 | 0.0 | 7.6 | -11.3 | 13.8 | 25.7 | -2.8 | -4.0 | 0.3
COc1ccc(C(=O)NC(=S)Nc2ccc(Cl)cn2)cc1OC | -2.2 | 0.0 | 15.8 | -2.8 | 2.2 | -8.7 | -3.1 | -2.1 | -14.3
Cc1cc(C(=O)N2CCN(Cc3ccccc3)CC2)on1 | -1.3 | 3.0 | 2.6 | 1.1 | 2.8 | -4.8 | 2.8 | -1.9 | -3.7
[O-][n+]1onc2c1C(N1CCOCC1)CCC2N1CCOCC1 (configuration not stated) | 1.6 | 0.0 | 11.1 | -1.4 | 67.6* | -18.1 | 3.5 | -4.3 | 7.3
CCn1c(SCC(=O)Nc2cccc(OC)c2)nc2c(c1=O)SCC2 | 1.7 | 0.0 | -3.2 | -2.8 | -1.4 | 4.7 | 3.3 | -9.9 | -34.1
Nc1cccc2c1C(=O)N(C(=O)/C=C/c1cccc(F)c1)C2=O | -0.9 | 0.0 | 4.4 | -5.5 | -3.0 | 7.9 | 18.4 | -3.8 | 7.6
COc1ccc(NS(=O)(=O)c2ccc(C)c(NC(=O)CN3C(=O)NC4(CCCC4)C3=O)c2)cc1 | 1.3 | 25.0 | -1.1 | · | 18.8 | 8.7 | · | 14.7 | 12.6
N#C/C(=C\c1ccc(Cl)cc1)C(=O)NC1CC1 | 2.5 | 1.0 | 4.4 | 0.8 | -9.4 | -0.4 | -4.1 | -0.8 | 3.9
O=C1CC(N2CCN(c3ccccn3)CC2)C(=O)N1c1ccc(Cl)cc1 (configuration not stated) | 1.0 | 1.0 | -17.2 | -9.4 | -21.5 | 6.6 | 3.0 | -0.3 | 12.3

# Reprinted at random: 4 entries already listed
SMILES | PP5 inh | GRK2 aptamer HTS | proCasp7 act | Fh CTSL1 inh | proCasp3 act | JMJD2C inh | core dimer inh | PP1 counter | VLA-4 inh
COc1ccc(C(=O)CSc2nccn2C)cc1 | -1.0 | 8.0 | -3.3 | 0.2 | 6.7 | -2.6 | -14.4 | 4.1 | -1.5
O=C1CC(N2CCN(c3ccccn3)CC2)C(=O)N1c1ccc(Cl)cc1 (configuration not stated) | 1.0 | 1.0 | -17.2 | -9.4 | -21.5 | 6.6 | 3.0 | -0.3 | 12.3
N#C/C(=C\c1ccc(Cl)cc1)C(=O)NC1CC1 | 2.5 | 1.0 | 4.4 | 0.8 | -9.4 | -0.4 | -4.1 | -0.8 | 3.9
COc1ccc(OC)c(/C=N\NC(=O)CC(=O)NCCc2ccccc2)c1 | -2.8 | 1.0 | 3.5 | 3.5 | 5.4 | -2.0 | -1.9 | -2.5 | -26.3
